Pf gamet viab = late stage P. falciparum gametocyte viability inhibitors, primary screen, ATP luminescence, HTS; P. falciparum stage V gametocytes, 24 h; inhibition, % at 10.9 µM; 0.065% of 150,000 active; AID 743093, 2013;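 active = inhibition above the mean plus 3 SD of compounds within the control limits, set per campaign, cut at about 38% in these data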;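 note: 0% = DMSO wells and 100% = medium only without gametocytes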
GSH bead fluor = compound fluorescence on glutathione beads, profiling panel, artefact control, biophysical, 488/530 nm, flow cytometry; GSH beads flow cytometry, compound fluorescence 488/530 nm; hits give high values; fluorescence (KMESF) at 10 µM; 0.25% of 190,000 active; in the data active = fluorescence above about 89;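 note: glutathione beads carrying GST-tagged Bcl family fusion proteins plus one bare bead set; values are compound well signal with DMSO vehicle wells as background; inactives centre near 16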
RGS8-Gao reg = RGS8-Galphao binding modulators, primary screen, biochemical, multiplexed bead flow cytometry; Guanine nucleotide-binding protein G(o) subunit alpha (Homo sapiens), P09471; actives lie on both sides; response (percent of control binding), % at 10 µM; 0.34% of 220,000 active; in the data active = response below about 60% or above about 140%; inactive = in between;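 note: Galphao activated as the GDP aluminium fluoride complex binding bead-coupled RGS8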
Mcl1-Noxa inh = Mcl-1/Noxa binding inhibitors, primary screen, biochemical, TR-FRET, 1536-well | inhibition, % at 21.7 µM | Induced myeloid leukemia cell differentiation protein Mcl-1 (Homo sapiens), Q07820 | 1.5% of 220,000 active | TR-FRET Mcl-1/Noxa peptide binding, 2 h;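 active = compounds that cut the protein-peptide binding signal by more than 50% relative to plate controls in a single-dose test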;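 note: His-tagged Mcl-1 with rhodamine Noxa BH3 peptide and terbium anti-His antibody; 0% = Mcl-1 plus Noxa peptide wells and 100% = peptide-only wells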
Target sequence (Q07820 whole entry, looked up): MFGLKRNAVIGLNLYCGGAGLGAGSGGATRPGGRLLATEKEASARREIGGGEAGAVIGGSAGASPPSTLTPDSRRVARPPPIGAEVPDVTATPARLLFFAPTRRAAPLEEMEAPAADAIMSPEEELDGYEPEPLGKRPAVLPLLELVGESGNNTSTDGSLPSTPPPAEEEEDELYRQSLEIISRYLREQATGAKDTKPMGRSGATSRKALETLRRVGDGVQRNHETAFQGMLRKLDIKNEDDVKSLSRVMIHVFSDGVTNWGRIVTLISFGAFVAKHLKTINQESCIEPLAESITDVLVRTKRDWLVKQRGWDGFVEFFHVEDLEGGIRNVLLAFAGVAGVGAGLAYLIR
RGS7-Gao reg = RGS7-Galphao binding modulators, primary screen, biochemical, multiplexed bead flow cytometry; 0.35% of 220,000 active; AID 1439, 2008; actives lie on both sides; Guanine nucleotide-binding protein G(o) subunit alpha (Homo sapiens), P09471; binding response (% of control), % at 10 µM; in the data active = binding response below about 49% or above about 150%; inconclusive = no clear call, values can overlap the other calls; inactive = in between;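 note: fluorescent Galphao held in activated GDP-AlF4 state binding bead-coupled RGS7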
ABCB1 block = ABCB1 efflux pump inhibitors, primary screen, cell-based, multiplex, flow cytometry, ABCG2 counter-screen; inhibition, % at 6.6 µM; 0.067% of 190,000 active; AID 1326, 2008; CCRF-Adr cells, JC-1 efflux; ATP-dependent translocase ABCB1 (Homo sapiens), P08183; in the data active = inhibition above about 40%;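 note: 0% = vehicle and 100% = reference inhibitor; higher value means more JC-1 retained so stronger ABCB1 efflux block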
ABCG2 inh = ABCG2 efflux pump inhibitors, primary screen, multiplex with ABCB1, IgMXP3 cells, flow cytometry. JC-1 efflux. inhibition, % at 6.6 µM. 0.1% of 190,000 active. AID 1325, 2008;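 active = inhibition above 80%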;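 note: 0% = DMSO and 100% = nicardipine control wells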
Target sequence (Q9UNQ0 whole entry, looked up): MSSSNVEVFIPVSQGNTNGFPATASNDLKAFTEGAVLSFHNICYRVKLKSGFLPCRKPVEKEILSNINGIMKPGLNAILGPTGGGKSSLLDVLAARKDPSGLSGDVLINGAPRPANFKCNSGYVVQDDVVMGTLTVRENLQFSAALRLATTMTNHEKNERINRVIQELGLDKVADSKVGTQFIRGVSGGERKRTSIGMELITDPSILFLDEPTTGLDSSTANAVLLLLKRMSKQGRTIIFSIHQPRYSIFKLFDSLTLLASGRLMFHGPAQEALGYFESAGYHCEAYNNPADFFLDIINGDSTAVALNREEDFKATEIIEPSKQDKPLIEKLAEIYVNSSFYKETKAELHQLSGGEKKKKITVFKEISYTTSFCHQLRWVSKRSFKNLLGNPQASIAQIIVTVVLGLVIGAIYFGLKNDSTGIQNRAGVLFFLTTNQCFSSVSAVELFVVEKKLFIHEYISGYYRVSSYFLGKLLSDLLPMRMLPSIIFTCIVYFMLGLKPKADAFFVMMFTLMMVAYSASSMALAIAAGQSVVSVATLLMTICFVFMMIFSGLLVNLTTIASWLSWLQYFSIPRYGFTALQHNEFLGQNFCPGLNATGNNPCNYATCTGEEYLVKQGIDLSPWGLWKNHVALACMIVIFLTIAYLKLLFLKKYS
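Test system: IgMXP3 (ABCG2) plus far-red-tagged CCRF-Adr (ABCB1) cells. Reagent: JC-1 dye as substrate. Timing: 10 min exposure at 25 °C with rotation, no wash. Measured by: flow cytometric JC-1 green MFI at 530 nm. Read-out: percent efflux inhibition, scaled nicardipine 100% to DMSO 0%. Control set: nicardipine and DMSO wells.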
Mcl1-Bid inh = Mcl-1/Bid binding inhibitors, primary screen, biochemical, TR-FRET, 1536-well; TR-FRET Mcl-1/Bid-Dy647 peptide binding; inhibition, % at 21.7 µM; 0.97% of 220,000 active;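 active = compounds that cut the binding signal by more than half at the single screening dose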;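 note: His-tagged Mcl-1 with europium anti-His antibody binding Bid BH3 peptide; 0% = Mcl-1 plus peptide wells and 100% = peptide-only wells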
Avidin fluor = green autofluorescence of compounds with avidin beads – biophysical, 488/530 nm, flow cytometry, artefact control, profiling panel; 0.38% of 220,000 active; fluorescence (KMESF) at 10 µM; compound fluorescence 488/530 nm; hits give high values; in the data active = fluorescence above about 47; note: inactives centre near 10
Mcl-1 Bim block = inhibitors of Bim peptide binding to Mcl-1, primary screen, biochemical, bead-based flow cytometry, multiplex. Induced myeloid leukemia cell differentiation protein Mcl-1 (Homo sapiens), Q07820. Bim peptide-Mcl-1 binding. inhibition, % at 10 µM. 0.1% of 190,000 active. AID 1009, 2008; in the data active = inhibition above about 40%;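 note: 0% = no compound tracer wells and 100% = peptide blocker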
RGS4-Gao reg = modulators of RGS4 binding to Galphao, primary screen, biochemical, multiplexed bead flow cytometry. actives lie on both sides. binding response (% of control), % at 10 µM. 0.33% of 220,000 active. AID 1415, 2008; in the data active = binding response below about 49% or above about 150%; inactive = in between;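 note: fluorescent Galphao activated with aluminum fluoride binding bead-coupled RGS4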
* marks the source's active call; other numbers are inactive results; ? = inconclusive; nt = no result given; & = joins results of further samples.

SMILES	Pf gamet viab	GSH bead fluor	RGS8-Gao reg	Mcl1-Noxa inh	RGS7-Gao reg	ABCB1 block	ABCG2 inh	Mcl1-Bid inh	Avidin fluor	Mcl-1 Bim block	RGS4-Gao reg
CCc1cc(-c2onc(C)c2-c2cscn2)c(O)cc1OC	-1	20	100	9	100	-0.1	1	-15	9	0	102
COc1cccc(CC(C(=O)Nc2cc(C)ccc2C)c2nn[nH]n2)c1OC (stereo not given)	2	23	102	7	100	0.0	0	2	7	1	99
CC(C)OC(=O)C(C(=O)C(F)(F)F)c1cc(NS(=O)(=O)c2ccc3ccccc3c2)c2ccccc2c1O (stereo not given)	nt	12	100	-4	101	-1.0	-10	-22	11	0	100
N#Cc1nc(Cc2cccc3ccccc23)oc1NCc1ccc(F)cc1	nt	23	100	-3	99	1.2	6	6	13	-1	100
O=C(CN1C(=O)C(=O)c2ccccc21)OCN1C(=O)c2ccccc2C1=O	-2	13	106	7	102	0.9	7	-1	15	-2	101
CCOc1cc(C(=O)NCc2ccc(-c3nc4ccccc4o3)cc2)cc(OCC)c1OCC	15	11	104	0	98	0.1	0	-11	22	-2	102
CCn1cc(C(=O)O)c(=O)c2cnc(N3CCN(C(=S)NC(=O)c4ccc(Cl)cc4)CC3)nc21	nt	nt	101	-16	?	nt	nt	-22	8	nt	101
COc1ccc(-c2nc3ccccc3s2)cc1	5	17	98	2	99	0.0	8	-21	9	-3	99
Cc1ccccc1OCc1n(CC(=O)OC2CC(C)CCC2C(C)C)c2ccccc2[n+]1C (stereo not given)	nt	8&11	100&99	-10&14	99&105	0.6&-0.4	1&-1	-2&4	12&7	-4&4	100&105
CCC(O)(CCN1CCCCC1)c1ccccc1 (stereo not given)	nt	25	103	13	100	-0.1	0	-21	8	-1	100
CC(Sc1cccc(C(F)(F)F)c1)C(=O)NC(N)=O (stereo not given)	nt	12	102	-14	91	3.5	15	1	23	-3	97
Cc1cc(C)nc(N2CCCC(C(=O)NCCc3ccc(F)cc3)C2)n1 (stereo not given)	nt	28	99	-6	100	1.9	27	1	12	-2	96
CCCCc1ccc(NS(=O)(=O)c2cccs2)cc1	nt	21	103	6	100	0.1	0	-7	38	nt	101
CC(C)(C)c1cc(N/C=C\c2nnnn2-c2ccc(Br)cc2)no1	nt	15	103	-8	100	-0.1	2	-4	20	2	100
COc1ccc(C)cc1NC(=O)CCS(=O)(=O)c1cccc2nonc12	nt	11	102	-3	102	0.8	3	-30	20	-3	103
Cc1cc(/C=N/NC(=O)c2ccccn2)c(C)n1-c1cccc([N+](=O)[O-])c1	12	13	97	15	?	0.3	2	-65	9	0	96
O=C(/C=C/c1cccc(Cl)c1)NCc1ccncc1	-5	10	103	16	99	-0.5	-6	14	3	-4	97
Cc1ccc(C)c2[nH]c(=O)c(CN(Cc3cccnc3)C(=S)NCc3ccco3)cc12	20	nt	97	4	?	nt	nt	-81	7	nt	97
Cc1ccc(NC2Sc3ccccc3NC2=O)cc1 (stereo not given)	-26	11	92	56*	113	-0.7	-1	-32	21	-5	100
CC(=O)Oc1ccc(C(=O)[C@H]2[C@H]3C(=O)N(c4ccc(C)cc4)C(=O)[C@H]3[C@@H]3C=CC=NN32)cc1	9	19	96	13	104	-0.8	-7	-49	13	1	98
CC(C)c1nc2sc3c(=O)n(N)cnc3c2c2c1COC(C)(C)C2	11	16	96	9	96	2.3	10	-28	19	-4	92
COc1ccc(/C=N/NC(=O)c2cc(C)n(-c3ccccc3)c2C)cc1OC	1	14	104	34	105	-1.4	35	-51	9	0	111
CCOC(=O)C1(CC2CCCCO2)CCN(C(=O)NCc2ccccc2)CC1 (stereo not given)	-50	10	102	1	103	0.0	-2	-15	2	-2	105
O=S(=O)(NCCC1=CCCCC1)c1cccc(S(=O)(=O)N2CCOCC2)c1	nt	24	101	2	101	0.3	2	-46	5	0	103
Clc1ccc(C2=NCCN2)cc1	10	10	102	19	?	0.5	1	-16	10	0	102
O=S(=O)(Nc1cc(Sc2cccc3cccnc23)c(O)c2ccccc12)c1ccc(F)cc1	6	10	76	51*	80	0.5	1	-28	8	1	92
NS(=O)(=O)c1ccc(CCn2c(=S)[nH]c3ccccc3c2=O)cc1	-10	nt	103	15	?	nt	nt	-39	3	nt	102
CCCn1c(C)cc(/C=C(\C#N)C(=O)OCC(=O)NC(=O)NC(C)(C)C)c1C	nt	13	99	17	98	0.0	0	-23	24	-2	98
CC(=O)c1ccc(NC(=O)COC(=O)CCC(=O)c2cccs2)cc1	14	19	100	8	98	0.7	4	-14	8	-16	101
Clc1ccc(CNc2ccc3nnc(-c4ccccc4)n3n2)cc1	nt	13	97	-45	101	0.5	8	-196	3	-5	98
CCCNC(=O)COC(=O)c1cccnc1Nc1ccccc1F	nt	9	106	11	102	0.7	19	4	3	-5	102
O=C(/C=C/c1ccccc1)NCCc1ccccc1	nt	nt	99	46	?	nt	nt	-48	7	nt	98
COc1cc2c(cc1OC)CN(CC(=O)Nc1ccc3c(c1)OC(F)(F)O3)CC2	nt	8	104	15	102	0.2	2	-18	9	0	104
COc1cc(/C=C/C(C)=O)cc(OC)c1OC	nt	63	95	16	92	0.7	3	3	5	1	91
O=C(CCNS(=O)(=O)c1cccc2nonc12)N1CCN(c2cccc(Cl)c2)CC1	-5	12	97	14	97	0.8	6	-32	28	-2	98
CC(C)(C)c1cc(NS(=O)(=O)c2ccc3c(c2)OCCO3)on1	-6	27	102	4	106	0.8	10	5	43	-5	104
Cc1c(C(=O)Oc2cccc3ccccc23)cnn1-c1ccccc1	nt	11	95	16	102	0.1	0	5	5	0	97
O=C(Nc1cccc(F)c1)N1CC=C(n2c(=O)[nH]c3ccccc32)CC1	nt	13	101	9	100	-0.1	0	-14	22	-2	102
CCOC(=O)c1cc(-c2ccc(OC)cc2)n(CCC(=O)NCCN2CCC(C)CC2)c1C	nt	9	82	15	90	2.0	9	-30	16	-1	88
CC(C)Cn1c(=S)[nH]c2ccccc2c1=O	15	15	101	18	?	0.5	6	-61	7	-3	103
O=Cc1cnc(N2CCN(Cc3ccccc3)CC2)s1	nt	14	101	0	103	3.8	9	-14	9	0	101
CCOC1(c2ccccc2)OC(=O)c2ccccc21 (stereo not given)	5	11	102	-2	102	nt	-2	-22	6	0	104
CCOc1ccc(NC(=O)CN2CCN(CC(=O)Nc3ccc4c(c3)OCCO4)CC2)cc1	14	11	122	2	103	1.0	3	-4	3	-4	108
CC(CO)N1CCS(=O)(=O)CC1 (stereo not given)	nt	11	101	-3	89	0.1	0	-7	13	-5	88
CCNc1sc(C(=O)c2cccs2)c(N)c1C#N	0	52	101	16	99	-1.2	8	-78	13	15	100
CN1CCC(=O)N(CCSc2ccc(Br)cc2)CC1	nt	nt	102	10	?	nt	nt	-76	6	nt	102
CSCCC(NC(=O)COc1ccccc1)C(=O)OCC(=O)c1cc2ccccc2o1 (stereo not given)	nt	19	103	-2	99	-0.2	0	-48	9	-3	98
CC1(C)CC(=O)C=C(Nc2ccc(F)cc2F)C1	17	11	103	9	106	0.7	1	-21	18	0	104
Cc1[nH]c2ccccc2c1SCCNC(=O)c1ccc(Br)o1	4	16	101	-14	101	0.1	1	-26	6	-6	99
Cc1ccccc1C(=O)N/C(=C/c1ccc(-c2cccnc2Cl)o1)C(=O)NCCCN1CCN(C)CC1	nt	13	102	-1	102	0.2	2	-16	40	-2	103
COc1ccc(/C=C2\SC(=O)N(CC(=O)NNC(=O)c3ccccc3O)C2=O)cc1OC	-9	19	100	53*	98	-0.6	-5	60*	16	-6	103
O=C(NNS(=O)(=O)c1ccccc1)c1ccncc1	nt	22	101	1	102	-0.2	1	-28	11	-4	103
N/C(=N\OC(=O)Cc1ccc([N+](=O)[O-])cc1)c1cccc(Br)c1	nt	9	101	-1	103	0.3	2	-14	1	-3	100
COc1ccc2[nH]cc(CCNS(=O)(=O)c3ccc(NC(C)=O)cc3)c2c1	-1	9	103	0	105	0.2	0	-17	10	1	103
Cc1cccc(NS(=O)(=O)c2cc(C(=O)N3CCc4ccccc4C3)ccc2Cl)c1C	nt	12	114	24	106	4.3	5	9	16	3	111
CS(=O)(=O)N(CC(=O)NCCC1=CCCCC1)c1cccc([N+](=O)[O-])c1	15	15	97	20	?	6.8	8	-33	8	-1	95
COC(=O)Cc1c(C)c2ccc(OCC(C)=O)c(C)c2oc1=O	-24	10	100	-4	98	0.9	8	-8	10	0	100
COc1cc2c(cc1OC)CN(C(=O)CSc1nnc(C)s1)CC2	nt	19	89	-10	97	1.3	7	-32	9	17	98
Cc1nn(CCO)c2c1C(=O)CCC2	3	15	99	-5	101	0.0	0	-17	27	-1	103
CSCCC1C(C#N)=C(N)Oc2n[nH]c(-c3cccs3)c21 (stereo not given)	nt	25	99	21	100	-0.1	22	3	37	-4	103

Only ABCG2 inh and Mcl-1 Bim block, for some of the entries so far:
molecule	ABCG2 inh	Mcl-1 Bim block
CC1(C)CC(=O)C=C(Nc2ccc(F)cc2F)C1	1	0
COc1cc2c(cc1OC)CN(C(=O)CSc1nnc(C)s1)CC2	7	17

Next section
SMILES	Pf gamet viab	GSH bead fluor	RGS8-Gao reg	Mcl1-Noxa inh	RGS7-Gao reg	ABCB1 block	ABCG2 inh	Mcl1-Bid inh	Avidin fluor	Mcl-1 Bim block	RGS4-Gao reg
O=C(NC1CCCCC1)C(c1ccc(F)cc1)N(Cc1ccccc1)C(=O)CN1C(=O)c2ccccc2S1(=O)=O (stereo not given)	nt	7	98	12	98	1.3	6	-18	18	-3	100
CC(C)Oc1ccc(C(=O)Nc2ccc(Cl)c(S(=O)(=O)Nc3ccc(Cl)cc3)c2)cc1	7	13	102	-7	101	10	0	6	14	-4	102
O=C(NCC(=O)N(Cc1ccco1)C(C(=O)NC1CCCC1)c1cccnc1)c1ccco1 (stereo not given)	nt	22	104	-2	103	-0.1	-1	5	8	0	103
COc1ccc(C(=O)N(NC(=O)Oc2ccccc2)C(C)(C)C)cc1	nt	19	119	-9	104	0.9	2	-33	14	-5	105
O=C(COC(=O)c1ccc(CO)cc1)Nc1ccc(OC(F)F)cc1	-2	15	101	11	98	-0.1	2	-6	11	-4	103

Screening data from PubChem BioAssay.
